# Compound activity deposited in PubChem BioAssay by Southern Research Specialized Biocontainment Screening Center.
# PhoP GFP inhibition: Inhibition of PhoP regulon, Salmonella typhi GFP reporter cells, confirmation, 4 h (AID 1850) | inhibition, % at 50 µM; hits with a dose series show IC50 in µM | 310,000 tested, 0.33% active | Salmonella Typhi PhoP-promoter GFP reporter, fluorescence, 4 h; higher % means a stronger effect; in the data active = a potency from the dose series; inconclusive = inhibition mostly from about 25% at the one dose, without a potency; inactive = the rest, 99 in 100 with inhibition below about 19%;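 note: 0% = induced wells with vehicle and 100% = uninduced wells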
# M. tuberculosis: growth inhibition of non-replicating M. tuberculosis (AID 488890); Mycobacterium tuberculosis non-replicating, growth inhibition; higher % means a stronger effect; inhibition, % at 25 µM; hits with a dose series show IC50 in µM; 320,000 tested, 0.39% active; in the data active = a potency from the dose series; inconclusive = inhibition mostly from about 82% at the one dose, without a potency; inactive = the rest, 99 in 100 with inhibition below about 76%;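 note: plate controls were DMSO cells for no effect and high antibiotic wells for full effect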
# M. tuberculosis HTS: M. tuberculosis growth inhibition, HTS (AID 449762) | 330,000 tested, 0.59% active | M. tuberculosis H37Rv growth inhibition, 7H9 media; higher % means a stronger effect | inhibition, % at 25 µM, or IC50 in µM where a hit was titrated; in the data active = a potency from the dose series; inconclusive = inhibition above about 70% without an active follow-up result;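 note: bacterial growth assessed after seven days of incubation; strong numbers were not always called active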
# VEEV TC-83 Vero: inhibitors of VEEV TC-83 cytopathic effect, confirmation, Vero cells (AID 588727); Vero cells, VEEV TC-83 cytopathic effect inhibition; higher % means a stronger effect; inhibition, % at 20 µM, or IC50 in µM where a hit was titrated; 350,000 tested, 0.13% active; in the data active = a potency from the dose series; inconclusive = inhibition mostly from about 14% at the one dose, without a potency; inactive = the rest, 99 in 100 with inhibition below about 12%; note: strong numbers were not always called active
# H1N1 NS1A inhibition: H1N1 influenza NS1A inhibitors, functional cell based assay (AID 504329) | NS1A functional cell-based assay, percent inhibition; higher % means a stronger effect | 340,000 tested, 0.3% active | inhibition, % at 12.5 µM; hits with a dose series show IC50 in µM; in the data active = a potency from the dose series; inconclusive = inhibition above about 27% without an active follow-up result; note: strong numbers were not always called active
# VEEV TC-83 Vero 10K pilot screen: second read-out of VEEV TC-83 Vero, no call of its own (marks repeat the call); inhibition, %; measured here: 10K pilot screen inhibition
# Numbers without * were called inactive; i = inactive; ? = inconclusive; · = not tested or not shown. Rows are unselected. Share with any hit: about 1.5%.
SMILES,PhoP GFP inhibition,M. tuberculosis,M. tuberculosis HTS,VEEV TC-83 Vero,H1N1 NS1A inhibition,others
COc1ccc(C(=O)NC2CCN(C(=O)NCc3ccccc3)CC2)cc1,-4.5%,-0.8%,1.4%,4.8%,-0.4%,
Cc1c(NC(=O)c2ccccc2N(C)S(=O)(=O)c2ccccc2)c(=O)n(-c2ccccc2)n1C,-7.7%,3.9%,-5.7%,i,-1.2%,
Cc1ccc(F)cc1CNC(=O)C1CCC(=O)N(CC2CCCCC2)C1 (stereo not drawn),-11.7%,12.1%,4.6%,0.3%,7.8%,
CCOc1ccc(CN2CCC(n3nccc3NC(=O)c3ccccc3OC)CC2)cc1,-0.7%,21.3%,0.5%,0.4%,11.2%,
COc1ccc(NC(=S)Nc2ccc(OC(F)F)cc2)cn1,13.3%,77.3%,-10.5%,i,4.4%,
Cc1ccc(NC(=O)Cn2cnc3c(cnn3C(C)(C)C)c2=O)cc1,6.5%,-5.9%,-9.1%,1.1%,1.8%,
CC(=O)/C(=C\N(C)C)Sc1ccc(Cl)cc1,3.2%,0.0%,-10.4%,0.8%,5.3%,
CCCCNC(=O)CCCCCNS(=O)(=O)c1ccc(Br)cc1,-6.0%,62.4%,3.0%,0.8%,8.2%,
CCOC(=O)C1=C(C)NC2=C(C(=O)C(C(=O)OCC)C(c3cccc(OC)c3)C2)C1c1ccccn1 (stereo not drawn),4.8%,20.7%,-1.7%,1.1%,-9.3%,
COc1ccccc1CNC(=O)C1CCCN(S(=O)(=O)c2cccc3nsnc23)C1 (stereo not drawn),-12.7%,14.7%,6.0%,2.1%,1.3%,
O=C(O)c1cccc2c1C(=O)N(C1CCCC1)C2,-7.9%,12.1%,-8.9%,0.6%,11.0%,
O=C(Cc1coc2ccc3ccccc3c12)Nc1nnc(C2CC2)s1,14.8%,-13.6%,23.2%,21.7µM*,-3.1%,
Cc1ccc(N(CCC#N)C(=O)COC(=O)c2nc3nc(C)cc(C)n3n2)cc1,3.4%,-5.8%,-2.2%,1.0%,-4.3%,
Cc1c(NC(=O)/C=C/c2ccc(S(=O)(=O)N3CCOCC3)cc2)c(=O)n(-c2ccccc2)n1C,6.0%,-13.9%,-1.7%,i,-13.4%,
C(=C\c1ccccc1)/CNCC1CCCO1 (stereo not drawn),-2.4%,-0.5%,-1.4%,0.7%,-6.8%,
CN(Cc1ccc(F)cc1)C(=O)CCc1nnc(-c2ccccc2)o1,-32.5%,18.2%,12.8%,i,-2.7%,
CCOc1ccc2[nH]c3c(NCCN(CC)CC)ncnc3c2c1,-1.6%,5.2%,10.3%,7.4%,25.1%,
C[C@]12c3[nH]c4cc(-c5ccco5)ccc4c3CCN1C(=O)[C@@H](CC(=O)NCCN1CCOCC1)C[C@@H]2C(=O)N1CCCCC1,·,·,·,i,-16.3%,
COc1ccc(-c2noc(CSc3nc(N)cc(=O)[nH]3)n2)cc1,1.0%,1.9%,2.2%,1.8%,-0.7%,
c1nc(N2CCCCC2)c2[nH]cnc2n1,-14.1%,·,-2.1%,1.8%,19.0%,
Cc1cc2c(c(C)c1CCO)C(=O)[C@H](C)C2,·,1.1%,-6.3%,0.2%,-4.8%,
COc1ccc(-n2ncc3c2CC(C)(C)CC3NC(=O)c2cnc(C)cn2)cc1 (stereo not drawn),6.8%,-0.2%,-2.2%,2.4%,-0.3%,
CNC(=O)C(=O)NCCc1ccc(Cl)cc1,22.1%,8.7%,-1.8%,2.0%,2.6%,
O=C(c1ccc2ncsc2c1)N1CCN(c2ccc(O)cc2)CC1,-2.7%,-7.7%,-7.6%,1.7%,-22.4%,
O=C(c1ccccc1)N1N=C(c2ccccc2)CC1c1ccccc1 (stereo not drawn),6.9%,-8.8%,-5.5%,1.0%,-7.8%,

# Brought forward from above: 6 compounds, followed by the next part.
SMILES,PhoP GFP inhibition,M. tuberculosis,M. tuberculosis HTS,VEEV TC-83 Vero,H1N1 NS1A inhibition,others
c1nc(N2CCCCC2)c2[nH]cnc2n1,-14.1%,·,-2.1%,1.8%,19.0%,
Cc1cc2c(c(C)c1CCO)C(=O)[C@H](C)C2,·,1.1%,-6.3%,0.2%,-4.8%,
COc1ccc(-n2ncc3c2CC(C)(C)CC3NC(=O)c2cnc(C)cn2)cc1 (stereo not drawn),6.8%,-0.2%,-2.2%,2.4%,-0.3%,
CNC(=O)C(=O)NCCc1ccc(Cl)cc1,22.1%,8.7%,-1.8%,2.0%,2.6%,
O=C(c1ccc2ncsc2c1)N1CCN(c2ccc(O)cc2)CC1,-2.7%,-7.7%,-7.6%,1.7%,-22.4%,
O=C(c1ccccc1)N1N=C(c2ccccc2)CC1c1ccccc1 (stereo not drawn),6.9%,-8.8%,-5.5%,1.0%,-7.8%,
CC(C)CC(NC(=O)OC(C)(C)C)c1cn([C@@H](CCC(=O)OC(C)(C)C)C(=O)N2CCN(C(=O)OC(C)(C)C)CC2)nn1 (stereo partly drawn),-31.6%,16.8%,-2.3%,0.6%,-2.0%,
CCOC(=O)c1ccc(NC(=O)C2(N3C(=O)c4ccccc4C3=O)CCCC2)cc1,·,·,·,0.5%,-4.6%,
COc1ccc(NC(=S)N(CCCN2CCC(C)CC2)Cc2cccs2)cc1,-3.8%,11.5%,-0.9%,0.6%,-5.0%,
O=C(O)CCc1ccc(-c2ccccc2)n1CC1CCCO1 (stereo not drawn),14.2%,-7.4%,-5.5%,1.8%,-0.4%,
S=c1[nH]nc(COc2ccccc2)n1-c1ccc(Cl)cc1,·,·,·,i,-3.0%,
COc1cccc(-c2nc(CS(=O)(=O)CC(=O)Nc3ccc(F)cc3F)c(C)o2)c1,0.4%,4.9%,-2.1%,1.2%,8.7%,
O=C(NCCCn1ccnc1)c1cc(-c2ccc(Br)cc2)on1,3.1%,41.0%,-2.0%,i,-0.5%,
COc1ccc(CCN(C)C(=O)c2c(C)noc2C)cc1OC,·,-14.4%,-5.9%,0.7%,1.4%,
Cc1csc(SCc2nc3sc4c(c3c(=O)[nH]2)CCC4)n1,·,·,·,2.0%,4.4%,
O=C(N/N=C/c1cn(Cc2ccccc2)c2ccccc12)c1ccncc1,-9.3%,58.1%,?,1.2%,-3.3%,
Clc1ccc(-n2cc(-c3ccc(Br)cc3)[n+]3c2CCCCC3)cc1,-6.6%,13.9%,-0.2%,4.5%,8.1%,
CC(C)N(Cc1ccccc1)C(=O)/C=C/c1ccccc1[N+](=O)[O-],-4.2%,32.3%,4.0%,i,-0.2%,
CC1CCC(NC(=O)CN2C(=O)c3ccccc3S2(=O)=O)CC1 (stereo not drawn),·,5.2%,-6.1%,1.2%,-13.5%,
C=CCn1c(SCC(=O)O)nnc1-c1ccccc1,0.4%,-0.6%,-8.1%,i,1.9%,VEEV TC-83 Vero 10K pilot screen=0.3
Cc1ccc(C)c(-c2[nH]ncc2CN2CCCC(CO)(Cc3ccccc3C)C2)c1 (stereo not drawn),4.7%,29.7%,1.7%,i,2.2%,
O=C(c1ccc(Cl)cc1)c1nnc(-c2ccncc2)o1,-4.1%,3.32µM*,2.7%,5.2%,-15.2%,
Cc1cccc(C(=O)NCCc2nnc(SCC(=O)Nc3cccc(C(=O)O)c3)n2C)c1,0.5%,11.8%,-6.0%,3.5%,2.8%,
CC1(C)Cc2c(C#N)c(N3CCCC3)nc(-c3ccco3)c2CO1,0.1%,64.8%,-4.4%,7.0%,-7.0%,
CCNS(=O)(=O)c1ccc(CCC(=O)N2CCN(c3ccccc3)CC2)cc1,4.8%,17.5%,11.4%,5.7%,-5.0%,
COc1coc(/C=C/C(=O)O)cc1=O,0.2%,24.7%,11.3%,0.1%,8.9%,
CCN(CC)S(=O)(=O)c1ccc(OC)nc1,-9.7%,-4.6%,-6.7%,0.0%,0.8%,
Cc1nc2scc(C)n2c(=O)c1S(=O)(=O)Nc1ccc(N2CCOCC2)cc1,11.9%,-14.5%,4.6%,1.3%,-7.3%,
CC(C)CCN1C(=O)c2ccc(C(=O)OCC(=O)N(C)C3CCS(=O)(=O)C3)cc2C1=O (stereo not drawn),3.6%,1.6%,-4.1%,5.1%,-2.9%,
COc1ccc(/C=N/n2c(=S)n(C)c3ccccc32)cc1OC,-4.1%,14.2%,?,2.3%,11.7%,
O=C1CC(c2cccc(F)c2)C2=C(CCCC2=O)N1 (stereo not drawn),0.7%,1.2%,0.1%,0.8%,-4.0%,

# Additional entries:
SMILES,PhoP GFP inhibition,M. tuberculosis,M. tuberculosis HTS,VEEV TC-83 Vero,H1N1 NS1A inhibition,others
COC(=O)c1c(NC(=O)c2ccco2)sc2c1CC(C)(C)NC2(C)C,2.5%,24.4%,6.5%,10.8%,-5.8%,
COc1ccc(-c2nc(NC(=O)CSc3nnc(C)s3)ns2)cc1,-0.1%,33.3%,27.7%,3.4%,-9.1%,
COc1ccc(C(=O)NCCC2=CCCCC2)cc1OC1CCN(C(C)C)CC1,7.3%,9.9%,-5.3%,0.1%,12.3%,
O=C(CSc1nnc(COc2cccc3cccnc23)o1)N1CCN(C(=O)c2ccco2)CC1,-7.9%,-1.6%,1.6%,1.1%,-2.5%,
O=C(CN1C(=O)COc2ccc(Cl)cc21)N1CCCCC1,-6.0%,6.6%,-1.7%,1.0%,10.4%,
CC(=O)N1CCN(S(=O)(=O)c2cccc(C(=O)OCC(=O)N(CCC#N)c3ccc(F)cc3)c2)CC1,·,-11.1%,-14.4%,0.3%,4.2%,
CCOC(=O)Cn1c(=N)n(CCOc2cccc(C)c2)c2ccccc21,-0.3%,4.3%,1.5%,0.2%,10.6%,
Cc1ccc(N(CC(=O)NC(C)(C)C)C(=O)CNC(=O)c2cccs2)cc1,4.0%,-4.1%,2.2%,3.0%,-2.2%,
COc1ccc(N2CCN(CC(O)COc3ccc4c(c3)CCC4)CC2)cc1 (stereo not drawn),-3.1%,43.7%,36.8%,1.0%,7.7%,
Cc1ccc(NS(=O)(=O)c2ccc(NC(=O)C3CC3)cc2)cc1C,·,·,·,0.3%,-4.7%,
Cc1cccc(N2CCN(CC(=O)Nc3ccccc3[N+](=O)[O-])CC2)c1C,-3.6%,-2.7%,-13.5%,0.1%,11.0%,
COC(=O)c1sc(-c2ccc(Cl)cc2)cc1NC(=O)c1ccccc1C(=O)O,12.3%,38.7%,-3.6%,2.4%,-2.6%,
N#C/C(=C\c1cn(CC(=O)N2CCCC2)c2ccccc12)C(=O)NCc1ccc2c(c1)OCO2,-11.9%,2.3%,1.8%,1.1%,10.2%,
COC(=O)/C=C/c1oc2ccccc2c1C,1.8%,-8.5%,-3.9%,0.8%,0.9%,
Cc1cnc(C(=O)Nc2ccc(N3CCN(C(=O)OC(C)(C)C)CC3)cc2)cn1,-1.7%,-6.0%,1.7%,i,-0.2%,
CSC1=NCCN1C(=O)c1c(F)cccc1Cl,-18.2%,·,-10.2%,1.3%,-3.5%,
Cc1nonc1C1CCCN1Cc1cn[nH]c1-c1ccc2c(c1)OCO2 (stereo not drawn),8.3%,4.9%,-2.0%,3.7%,3.3%,
CC1CCN(CCc2nc3ccccc3[nH]2)CC1,-15.7%,-13.9%,10.2%,0.4%,-2.9%,
O=C(Nc1nccs1)c1ccc(S(=O)(=O)N2CCCCC2)cc1,-12.4%,·,-7.3%,4.2%,-7.2%,
Cc1oc(-c2cccc3ccccc23)nc1CN1CCN(c2ncnc3ccccc23)CC1,6.0%,18.7%,?,8.7%,9.2%,
COc1ccc(C(=O)Nc2nc(C)c(C(=O)N(C)C)s2)cc1OC,-6.1%,0.7%,-4.6%,0.9%,-0.7%,VEEV TC-83 Vero 10K pilot screen=5.1
COc1ccc(CCNS(=O)(=O)CCNC(=O)c2ccc3c(c2)OCO3)cc1,0.1%,5.3%,-9.3%,3.2%,-13.4%,
O=C(c1ccccc1)c1c[nH]cc1-c1ccccc1,0.5%,4.4%,8.6%,1.8%,0.7%,
CCOC(=O)Cc1[nH]nc2c1C(C1C=CCCC1)C(C#N)=C(N)O2 (stereo not drawn),-12.2%,-5.2%,2.1%,6.2%,-6.9%,
CC1Cc2c([nH]c3ccccc23)C(=O)N1 (stereo not drawn),-7.2%,10.6%,-24.2%,i,-11.9%,
COC(=O)c1cc(C(=O)CC(C)C)c[nH]1,4.2%,-6.9%,-0.2%,0.4%,-5.5%,
C[C@]12CCC3C(CC[C@H]4C[C@@H](O)CC[C@]34C)C1C[C@@H](Br)[C@H]2O (stereo partly drawn),·,10.9%,6.9%,·,·,
